From PubChem BioAssay
CCHFV vOTU inh = CCHFV vOTU protease inhibition; actives 0.55% (n = 370,000); Pep-AMC fluorescence; AID 651958; inhibition, % at 11.5 µM; in the data active = inhibition above about 30%; also: 0% = vehicle wells with enzyme and 100% = no enzyme wells
BoNT A protease = blocks Botulinum neurotoxin A light chain protease | actives 0.17% (n = 360,000) | inhibition, % at 10 µM | multiplex microsphere protease substrate cleavage, flow cytometry | AID 588499; also: plate controls were buffer without enzyme for full effect and enzyme alone for no effect
TcdB inh = inhibitors of Clostridioides difficile toxin B glycohydrolase | TcdB glycohydrolase enzymatic assay, plate reader | inhibition, % at 9.99 µM | actives 0.24% (n = 350,000); in the data active = inhibition above about 10%
PrPC surface inh = reduces human prion protein on the cell surface. P04156. cell surface PrPC, TR-FRET read-out. inhibition, % at 13.8 µM. actives 0.43% (n = 370,000). AID 720596; in the data active = inhibition above about 24%; also: 0% = median of the test wells and 100% = reference compound wells
Y pestis TopoI = blocks Yersinia pestis topoisomerase I activity | Y. pestis Topo-I cleavage product accumulation, plate reader | activity, % at 10 µM | actives 0.064% (n = 360,000) | AID 504884; in the data active = activity above about 50%, passing the limit was not always enough; inconclusive = no clear call, values can overlap the other calls; also: inactives centre near 2
BoNT F protease = blocks Botulinum neurotoxin F light chain protease; Multiplex microsphere protease cleavage assay, flow cytometry; inhibition, % at 10 µM; actives 0.22% (n = 360,000); AID 588497; in the data active = inhibition above about 35%, passing the limit was not always enough; inconclusive = no clear call, values can overlap the other calls; also: plate controls were buffer without enzyme for full effect and enzyme alone for no effect
PfHsp40 rescue = compounds rescuing yeast from Plasmodium falciparum HSP40 toxicity. S. cerevisiae expressing PfHsp40, growth rescue, ATP luminescence. growth rescue, % at 12.5 µM. actives 0.68% (n = 340,000); in the data active = growth rescue above about 28%, passing the limit was not always enough; inconclusive = no clear call, values can overlap the other calls;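 also: yeast W303a lacking pdr1 and pdr3 grown in galactose medium; growth measured after three days at 30 °C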
FadD28 FP inh = inhibitors of Mycobacterium tuberculosis FadD28 bisubstrate binding | FadD28 bisubstrate probe binding, fluorescence polarization | inhibition, % at 12.5 µM | actives 0.22% (n = 360,000); in the data active = inhibition above about 8.5%, passing the limit was not always enough; inconclusive = no clear call, values can overlap the other calls
Anthrax LF inh2 = anthrax lethal factor protease inhibition | P15917 | multiplex microsphere protease cleavage assay, LF | inhibition, % at 10 µM | actives 0.12% (n = 360,000) | AID 588501; also: plate controls were buffer without enzyme for full effect and enzyme alone for no effect
Numbers without * were called inactive; ? = inconclusive; / = no result given; & = joins results of further samples. Rule as the data show it, unless noted: active = inhibition above about 30%; inconclusive = no clear call, values can overlap the other calls; inactive = below that. An unsorted share of the library; 2.3% or so of the library scored in one or more.

SMILES | CCHFV vOTU inh | BoNT A protease | TcdB inh | PrPC surface inh | Y pestis TopoI | BoNT F protease | PfHsp40 rescue | FadD28 FP inh | Anthrax LF inh2
CC12CCC(C(=O)N3CCc4ccccc43)(CC1=O)C2(C)C (stereo not given) | 7 | 1.3 | / | -7 | -2 | 8 | 2.0 | -3.0 | 1
COc1ccc([N+](=O)[O-])c(OC)c1C(=O)NC(=O)Nc1c(F)cc(F)cc1F | -3 | 0.1 | 1.7 | -2 | 4 | -5 | 0.3 | 1.6 | -8
CCOC(=O)CCCCCC(=O)Nc1ccc2c(c1)C(=O)N([C@@H](C)CO)C[C@@H](C)[C@H](CN(C)S(=O)(=O)c1cccs1)OCCCC[C@H](C)O2 | 1 | 0.1 | 0.5 | -3 | 37 | -3 | / | -2.4 | -6
C#CCOC(=O)C(NC(=O)c1ccccc1)=C1CCCCC1 | 14 | -0.1 | / | 3 | 0 | 10 | 1.2 | -2.9 | -2
COc1cc2c(cc1OC)CN(Cc1cc(=O)oc3c(C)c(C)ccc13)CC2 | -21 | 1.1 | 1.8 | -8 | -7 | -11 | 0.3 | -2.0 | 0
Fc1cccc(Cl)c1CNC(c1ccccc1)c1ccccc1 | -2 | -1.2 | 0.6 | -5 | 38 | -26 | -0.1 | -1.8 | -7
CCC(C)N(C(=O)COC(=O)CSc1ccc(C)c(C)c1)C1CCS(=O)(=O)C1 (stereo not given) | 5 | / | 0.3 | 4 | 24 | / | -1.4 | -0.6 | /
Cc1nn2c(nc1=O)NNC2(C)C(C)(C)C (stereo not given) | -6 | -0.7 | -1.9 | -1 | 2 | -6 | 0.9 | -5.2 | -11
CCOC(=O)Cn1c(C)cc(=O)c2cccc(C)c21 | 14 | 0.2 | 0.3 | -5 | 7 | 2 | -0.2 | 2.9 | -4
CCN(CC)C(=O)C(=O)Nc1cccc(Br)c1 | 1 | 0.0 | 0.4 | 9 | -3 | -4 | -1.1 | 1.4 | 1
CC(C)=CCN1CCN(Cc2coc3ccc(C)cc3c2=O)CC1CCO (stereo not given) | -16 | -0.5 | 0.7 | -8 | -6 | ? | 0.7 | -2.1 | 3
O=C(COc1ccc(/C=N/NS(=O)(=O)c2ccccc2)cc1)Nc1cccc(Cl)c1 | 8 | -0.5 | / | -1 | -7 | -2 | 0.9 | -1.8 | 0
CC1=C(C(=O)Nc2ccccc2)SCCO1 | 7 | -0.4 | -4.0 | 9 | 2 | -1 | -0.4 | -1.6 | -3
O=C1c2ccccc2CC1(Cc1ccccc1)Cc1ccccc1 | -9 | -1.1 | / | 11 | 14 | 2 | 0.9 | 0.0 | 5
Cc1cnc(C)c(N2CCC(C(=O)NCc3ccco3)CC2)n1 | -1 | 0.6 | / | 4 | -3 | -6 | 0.8 | -0.3 | -3
Cc1ccc(S(=O)(=O)N(CCC(=O)NCc2ccccc2F)c2ccccc2)cc1 | -2 | -1.3 | -0.4 | 4 | 18 | -6 | -0.6 | -2.6 | -9
CC(c1ccccc1)(c1ccccc1)c1ccncc1 | 9 | -0.7 | 0.4 | 13 | 39 | -3 | ? | -5.9 | -3
Cc1ccc(C)c(SCC(=O)N(C)C2CCS(=O)(=O)C2)c1 (stereo not given) | -2 | -0.8 | 0.9 | 1 | 0 | 1 | -1.0 | -1.6 | -5
NC(=O)c1ccc[n+](CC(=O)c2ccc(Br)cc2)c1 | 4 | 1.0 | -0.3 | -8 | -5 | 2 | 0.9 | 0.2 | -2
CCC1Nc2ncnc(N3CCN(c4ccccn4)CC3)c2N(Cc2ccc(Cl)cc2)C1=O (stereo not given) | 2 | -0.3 | -0.2 | 6 | 32 | -2 | -0.3 | -0.4 | -1
N#Cc1c(NC(=O)COC(=O)c2ccc(F)cc2)sc2c1CCC2 | -2 | -0.2 | 0.6 | 0 | -11 | -7 | -2.0 | -2.4 | -2
Cc1ccc(NC(=O)c2ccc(OCC3CCCO3)cc2)cc1 (stereo not given) | 12 | -0.2 | -3.4 | 12 | 4 | 6 | -1.5 | -0.8 | -4
CCc1ccc(-c2csc3nc[nH]c(=O)c23)cc1 | -1 | ? | 0.0 | -2 | 2 | ? | 0.6 | 0.4 | -17
COc1cccc(C(C(=O)NCc2ccccc2)N(C(=O)c2csnn2)C2CC2)c1 (stereo not given) | 1 | -0.7 | 1.0 | -4 | -3 | 2 | -1.1 | -2.2 | 1
CCOc1ccccc1N(C)C(=O)c1cn(CC)c(=O)c2cc(OC)c(OC)cc12 | -10 | -3.7 | -0.1 | 3 | 11 | -30 | -0.6 | -0.2 | 0
CCCC(=O)N1CCC1(C)C(=O)Nc1ccc(C)c(C)c1 (stereo not given) | -10 | 0.0 | 0.9 | 6 | -2 | -7 | / | -2.9 | 2
C[C@H](CO)N1C[C@H](C)[C@@H](CN(C)S(=O)(=O)c2ccc(Oc3ccccc3)nc2)OCc2cnnn2CCCC1=O | 0 | -0.6 | 1.0&1.1 | -3 | 3 | -5 | / | -0.9 | 5
O=C(/C=C/c1ccc(Cl)c(Cl)c1)NCCCn1ccnc1 | -6 | -6.1 | 1.0 | -2 | -18 | ? | 1.1 | -7.4 | -14
O=c1[nH]c(=S)n(-c2ccccc2F)c(O)c1C=Nc1ccc(N2CCOCC2)cc1 | 26 | 0.5 | -4.8 | -3 | 11 | 6 | -0.8 | 0.6 | 0
C=C1c2cc(C)ccc2NC(=O)N1c1ccccc1 | 0 | -0.3 | 2.3 | -4 | 3 | 2 | -0.5 | -4.0 | -1
CCOc1ccc(CCNC(=O)CN2C(=O)NC3(CCCCC3)C2=O)cc1OCC | 9 | 0.7 | 1.4 | 1 | -1 | -2 | 0.9 | -2.5 | -7
COC(=O)c1ccccc1NC(=O)CSc1n[nH]c(CC(C)C)n1 | 8 | 0.0 | / | -2 | -6 | -13 | -0.9 | -0.8 | -1
Cc1ccc(NC(=O)c2cc(S(=O)(=O)Nc3ccc(C)cc3)cs2)cc1 | 13 | -0.1 | / | 9 | -11 | -1 | 0.5 | -7.3 | 0
COc1cc(-c2cc3nc(NCCN(C)C)ccn3n2)cc(OC)c1OC | 5 | 0.3 | 1.5 | -2 | -3 | -8 | / | -1.8 | -7
C#CCOCCOCCOCCNc1nc(N2CCOCC2)nc(N2CCN(C(=O)CCCCCCCCCCNC(=O)[C@H]([C@@H](C)CC)n3cc(CCCCN=C(N)N)nn3)CC2)n1 | 9 | -0.3 | -0.1 | 4 | 0 | -26 | 6.4 | -3.4 | -6
CCCNC(=O)C1(C)CCCN(Cc2cccc(Oc3ccccc3)c2)C1 (stereo not given) | 0 | -0.4 | -1.1 | -1 | 30 | -4 | / | -5.8 | 0
C=CCn1c(O)c(C=NCCN2CCNCC2)c(=O)[nH]c1=O | -30 | 0.0 | / | 0 | -6 | 1 | 1.4 | -0.2 | -15
Cc1cccc(NC(=S)NNC(=O)CCn2nc(C)c([N+](=O)[O-])c2C)c1 | -1 | 2.1 | / | -4 | 0 | 2 | 0.0 | -2.5 | -1
CCOC(=O)c1cccc(Nc2ncnc3ccccc23)c1 | 13 | 0.1 | / | 0 | 3 | -4 | 1.0 | -5.5 | 0
Cc1cc(NC(=O)CN2C(=O)NC(CC(C)C)C2=O)ccc1Br (stereo not given) | 8 | / | 1.1 | 11 | -6 | / | -0.4 | -1.2 | /
Cc1ccccc1NC(=O)C1Cc2ccccc2CN1C(=O)c1ccco1 (stereo not given) | 5 | -1.4 | 0.1 | 1 | 11 | 9 | -0.5 | -1.7 | -3
Cc1c(Cl)cccc1NC(=O)Cn1c(CCC(=O)O)ccc1-c1ccc(Cl)cc1 | 12 | -3.0 | 0.3 | -5 | 6 | 9 | 9.0 | -1.5 | -4
CC(=O)NS(=O)(=O)c1ccc(NS(=O)(=O)c2ccc(F)cc2)cc1 | 10 | -1.1 | / | -6 | -2 | -3 | -0.6 | -2.3 | -3
CCOc1ccccc1-n1c(SCC(=O)N2CCCc3ccccc32)nnc1-c1cccnc1 | -14 | -0.4 | / | -1 | 4 | -7 | -0.6 | -3.7 | -2
CCOC(=O)CSc1nc2ccc(NC(=O)CSc3nnnn3Cc3ccccc3)cc2s1 | 6 | -1.5 | / | -3 | 9 | -3 | -0.3 | -1.0 | -4
O=C(CCCN1C(=O)c2cccc3cccc(c23)C1=O)N1CCN(c2ccccc2)CC1 | -9 | 0.5 | -0.6 | 4 | -6 | -5 | 0.7 | -0.7 | 0
Cc1ccc(/C=C/C(=O)NC(=S)N2CCN(C)CC2)cc1 | 1 | 0.1 | 0.5 | -4 | 2 | -4 | ? | -0.7 | 0
COc1cc(/C=N/Nc2ccc(C(F)(F)F)cn2)cc(OC)c1O | 14 | 0.4 | -32 | -3 | 3 | 1 | -0.5 | -3.2 | -1

In a second layout: results already given
smiles,CCHFV vOTU inh,BoNT A protease,TcdB inh,PrPC surface inh,Y pestis TopoI,BoNT F protease,PfHsp40 rescue,FadD28 FP inh,Anthrax LF inh2
Cc1ccc(/C=C/C(=O)NC(=S)N2CCN(C)CC2)cc1,1,0.1,0.5,-4,2,-4,?,-0.7,0
CCOC(=O)CSc1nc2ccc(NC(=O)CSc3nnnn3Cc3ccccc3)cc2s1,6,-1.5,/,-3,9,-3,-0.3,-1.0,-4
COc1cc(/C=N/Nc2ccc(C(F)(F)F)cn2)cc(OC)c1O,14,0.4,-32,-3,3,1,-0.5,-3.2,-1
Cc1ccccc1NC(=O)C1Cc2ccccc2CN1C(=O)c1ccco1 (stereo not given),5,-1.4,0.1,1,11,9,-0.5,-1.7,-3

More structures:
SMILES | CCHFV vOTU inh | BoNT A protease | TcdB inh | PrPC surface inh | Y pestis TopoI | BoNT F protease | PfHsp40 rescue | FadD28 FP inh | Anthrax LF inh2
Cc1ccc(OCC(=O)NNC(=O)CSC(=S)N2CCCC2)cc1 | -5 | 5.9 | 3.0 | 2 | 5 | 13 | -1.4 | 0.3 | 0
CC(Oc1ccc2c3c(c(=O)oc2c1)CCC3)C(=O)NCC1CCC(C(=O)O)CC1 (stereo not given) | -8 | 0.5 | 1.4 | 4 | 5 | 6 | -0.4 | -1.4 | 2
Cc1ccc(/C(O)=C2\C(=O)C(=O)N(Cc3cccnc3)C2c2ccccc2[N+](=O)[O-])cc1 (stereo not given) | 9 | 1.2 | -0.3 | -7 | -3 | 5 | 15 | -1.1 | -2
CC(=O)N1CCc2cc(S(=O)(=O)Nc3cccc(C(F)(F)F)c3)ccc21 | 22 | 0.3 | / | 13 | -8 | 2 | 3.3 | -0.7 | 1
Cc1cc(S(=O)(=O)NC2CC(C)(C)NC(C)(C)C2)c(Cl)cc1Cl | -10 | 1.1 | 0.0 | -3 | -5 | 3 | -1.1 | -1.1 | -8
COc1ccc(S(=O)(=O)N2CCOCC2)cc1C(=O)N1CCCCC1 | 9 | -3.0 | 0.9 | -6 | -5 | -10 | 0.4 | 1.0 | -1
CN(C)c1cccc(C(=O)OC(C(=O)Nc2ccc(Cl)cc2C(F)(F)F)c2ccccc2)c1 (stereo not given) | -23 | 0.3 | / | 0 | 21 | 2 | 0.1 | -3.0 | 0
Cc1ccc(CN2CCN(Cc3c(C)nn(-c4ccc(F)cc4)c3C)CC2CCO)o1 (stereo not given) | -7 | 0.3 | 1.3 | 1 | 1 | 1 | -1.5 | -4.3 | 3
Cc1noc(NS(=O)(=O)c2ccc(N/C=C\C(=O)c3cccc4ccccc34)cc2)c1C | 7 | -1.1 | 0.4 | 3 | 30 | -4 | -0.5 | 24* | -4
COc1ccc2c(c1)[nH]c1c(C)nccc12 | -94 | -0.8 | 4.1 | 3 | -8 | -9 | -2.0 | -3.7 | -6
NC(=S)N/N=C/c1ncc(C(F)(F)F)cc1Cl | / | -0.8 | / | / | -1 | -6 | 18 | -2.2 | -1
CC1(C)Cc2c(sc3c2C(=O)N(c2ccccc2)C2=NCCN23)CS1 | -26 | 1.5 | / | -9 | 6 | 7 | 0.3 | -4.5 | -1
Cc1ccc(S(=O)(=O)NCCC(=O)Nc2nccs2)cc1 | 12 | -0.4 | -0.3 | 11 | -3 | -5 | 1.9 | 0.0 | -2
